# HCV inhibitor – blocks hepatitis C virus; Huh7.5.1 HCVcc-Cre infection, luciferase reporter, 44 h; Potency, µM (highest dose often 41.8 µM), inactives show at the top dose activity change, negative = inhibition, actives largely listed as inhibitors; 340,000 compounds, 3.4% hits; note: potency is the fitted concentration of half-maximal effect
#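 Antiviral activity was scored by luciferase reporter output from cells infected with HCVcc-Cre (~0.5 moi) in presence of compound, 44 h infection period, cells seeded 1,000/well 4 h prior.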
# AmpC inh detg – AmpC beta-lactamase inhibition with detergent present | Potency, µM (doses to about 114 µM), for inactives: top-dose activity change, negative = inhibition, hits mostly inhibitors | AmpC hydrolysis of nitrocefin, absorbance 480 nm, 0.01% Triton | 370,000 compounds, 0.041% hits | P00811;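 note: potency is the fitted concentration of half-maximal effect; 0% = no-compound wells and -100% = no-enzyme wells; nearly all actives have a fitted effect of over 25% in size; some results filed as inactive show a strong effect at the top dose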
# Target sequence (P00811 whole entry, looked up): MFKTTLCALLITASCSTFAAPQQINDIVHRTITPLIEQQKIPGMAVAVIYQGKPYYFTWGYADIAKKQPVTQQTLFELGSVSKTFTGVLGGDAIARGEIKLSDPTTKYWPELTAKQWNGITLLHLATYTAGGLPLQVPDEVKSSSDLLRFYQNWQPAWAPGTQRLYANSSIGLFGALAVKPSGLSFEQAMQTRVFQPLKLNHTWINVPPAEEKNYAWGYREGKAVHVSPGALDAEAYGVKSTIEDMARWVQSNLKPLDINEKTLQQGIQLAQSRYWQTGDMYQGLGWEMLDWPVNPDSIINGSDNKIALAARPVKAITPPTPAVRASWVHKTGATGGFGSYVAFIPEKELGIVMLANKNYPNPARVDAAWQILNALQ
#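 AmpC (5.3 nM in the dispensed reagent) in 20 mM phosphate pH 7.0 with 0.01% (detergent screen) or 0.0001% Triton X-100 was preincubated with compounds for 15 min at room temperature. Nitrocefin was then added from an 800 uM solution, and hydrolysis was followed at 480 nm.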
# Sm TGR block – S. mansoni TGR enzyme inhibition | Q962Y6 | purified TGR, DTNB reduction, TNB absorbance 405 nm | Potency, µM (titrated, usually from 114 µM), inactives show at the highest dose activity change, negative = inhibition, most hits filed as inhibitors | 360,000 compounds, 3% hits | AID 485364; note: potency is the fitted concentration of half-maximal effect; nearly all actives have a fitted effect of over 60% in size
#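 TGR 20 nM + NADPH 100 uM (dispensed conc.), cpd preinc 15 min RT; start with NADPH (500 uM addition) then DTNB (15 mM addition). Kinetic TNB absorbance, 405 nm filter. Four-parameter Hill fit across titration.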
# Giardia FBPA inh – inhibitors of Giardia lamblia fructose-1,6-bisphosphate aldolase; Potency, µM (top dose mostly 59.6 µM), for inactives: top-dose activity, negative = inhibition, actives largely listed as inhibitors; purified Giardia FBPA; A8B2U2; AID 2451; 290,000 compounds, 0.71% hits; note: potency is the fitted concentration of half-maximal effect; nearly all actives have a fitted effect of over 55% in size
# Target sequence (A8B2U2 whole entry, looked up): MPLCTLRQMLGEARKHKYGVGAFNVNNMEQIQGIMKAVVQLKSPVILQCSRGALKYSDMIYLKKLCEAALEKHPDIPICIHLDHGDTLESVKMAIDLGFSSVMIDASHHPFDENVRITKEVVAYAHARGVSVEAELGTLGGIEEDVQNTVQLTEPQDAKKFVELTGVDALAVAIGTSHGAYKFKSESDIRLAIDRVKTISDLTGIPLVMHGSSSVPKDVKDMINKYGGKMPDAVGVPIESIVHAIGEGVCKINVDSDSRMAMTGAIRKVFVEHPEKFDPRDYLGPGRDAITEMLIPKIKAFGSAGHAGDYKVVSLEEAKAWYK
#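 Giardia FBPA (40 nM reagent) was preincubated 10 min at RT with compound (up to 57.5 uM final), then substrate plus GAPDH/TPI/NAD/arsenate coupling system with diaphorase/resazurin was added; resorufin fluorescence (525/598 nm) was read after 20 min.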
# HCMV inh – blocks human cytomegalovirus replication. activity change, negative = inhibition, % at 57.5 µM. AID 1259415. HFF cells, HCMV-luciferase reporter, 72 h; stronger effect = lower value. 410,000 compounds, 4.5% hits; in the data active = activity change below about -60%; inconclusive = no clear call, values can overlap the other calls; inactive = above about -39%
#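 Steps: HFFs plated, 16 h 37C; compounds added; HCMV-luciferase added to MOI 1 PFU/cell; 72 h 37C; OneGlo reagent, 5 min room temperature; luminescence read, normalized to controls.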
# AmpC no deterg – inhibitors of E. coli AmpC beta-lactamase without detergent. AID 485341. 330,000 compounds, 0.52% hits. P00811. Potency, µM (top dose mostly 57.1 µM), inactives show at the highest dose activity change, negative = inhibition, most hits filed as inhibitors. AmpC nitrocefin hydrolysis, absorbance 480 nm, 0.0001% Triton;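 note: potency is the fitted concentration of half-maximal effect; plate controls were no compound for no effect and no enzyme for full effect; nearly all actives have a fitted effect of over 20% in size; some results filed as inactive show a strong effect at the top dose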
#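 20 mM phosphate pH 7.0 + 0.01% (detergent screen) or 0.0001% Triton X-100; 5.3 nM AmpC reagent; cpd preinc 15 min RT; nitrocefin (800 uM stock) to start; A480 q20 s × 4 min; Activity was normalised to no-enzyme and no-compound control wells.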
# Numbers without * were called inactive; ? = inconclusive; / = no result given; [ ] = remark or other dose. Unless noted, calls come from the whole dose curve; as a rule, active = well fitted curve in the direction sought with a large enough effect; inconclusive = small, poorly fitted or top-dose-only effect, or another doubt; inactive = no such curve, though single readings can be large; an effect the other way counts as inactive or inconclusive. Unless noted, % is set by controls: 0 for no effect and ±100 for the full control effect. Rows were taken by chance; overall some 9.9% were active at least once.
# Below each SMILES: HCV inhibitor	AmpC inh detg	Sm TGR block	Giardia FBPA inh	HCMV inh	AmpC no deterg
Cc1ccccc1OCCOc1ccc([N+](=O)[O-])cc1/C=N/n1cnnc1
→ ?	1.2%	-0.5%	3.9%	-98.2*	-30.7%
Cc1ccc(NC(=O)Cc2ccc3c(c2)OCCO3)cc1S(=O)(=O)N1CCCCC1
→ -27.1%	2.5%	-10.8%	3.0%	-34.7	-38.8%
COc1cc(C(=O)NC(C)c2cnn(-c3ccccc3C)c2C)cc(OC)c1OC (configuration not stated)
→ 4.0%	-1.0%	-0.2%[57.1 µM]	5.4%	46.3	22.3%
COc1ccccc1-c1cc(C(=O)NCCCn2ccnc2)no1
→ ?	-3.2%	-17.3%	-1.7%	32.3	-14.2%
CCOC(=O)CSc1nc(C(C)(C)C)nc2ccccc12
→ 4.2%	-5.4%	-9.9%	-22.3%	24.2	145.4%[activator]
C=COCCNC(=O)Nc1ccc(Cl)c(Cl)c1
→ 10µM*	8.8%	7.1%	-11.9%	-60.2*	-14.1%
NC(=O)C1CCN(/C=C2\C(=O)NC(=O)N(Cc3ccco3)C2=O)CC1
→ -15.9%	-8.1%	?	-5.7%	-27.5	-21.9%
Clc1ccc(CSc2snnc2-c2ccccc2)cc1
→ -11.3%	-9.3%	-1.4%	0.0%	-34.7	-28.5%
CSc1ccc(/C=N/NC(=O)c2ccc(C)c(C)c2)cc1
→ -16.1%	3.6%	-1.8%	-7.7%	4.1	-31.6%
COc1ccc(-c2noc(CNC(=O)c3ccccc3Br)n2)cc1
→ /	18.3%	-0.7%	/	-62.9*	/
O=C(/C=C/c1cn(CC(O)CN2CCc3ccccc32)c2ccccc12)c1ccc(Br)cc1 (configuration not stated)
→ /	19.4%	-1.1%	/	?	/
O=C(CNC(=O)c1ccccc1Cl)OCC(=O)N1CCc2ccccc21
→ 13.4%	5.8%	4.8%	-2.7%	9.2	-18.5%
O=C(CCCn1c(=O)c2ccccc2n(Cc2cccc(F)c2)c1=O)NC1CCN(Cc2ccccc2)CC1
→ /	3.5%	2.2%	1.4%	-30.7	194.8%[activator]
CCOc1ccc(N(C(C)C(=O)Nc2ccc(OC)cc2)S(C)(=O)=O)cc1 (configuration not stated)
→ 6.3%	?	-15.5%	-2.9%	42.3	-3.3%
COc1cccc(CNC(=O)COC(=O)/C=C/c2ccc(SC)cc2)c1
→ 2.8%	/	/	/	7.0	-7.3%
CCCS(=O)(=O)N1CCN=C1SCc1ccc(C)cc1
→ 22.4%	3.7%	4.9%	2.5%	2.9	4.6%
COc1ccccc1N1CCN(C(=O)Cn2c(=O)n3nc(-c4cccc(F)c4)nc3c3ccccc32)CC1
→ /	3.0%	2.1%	/	2.9	/
COc1ccc(S(=O)(=O)N(CC(=O)NC2CC2)c2ccc(C)cc2)cc1
→ 9.3%	-5.1%	10.9%	1.9%	?	13.2%
CCOc1ccc(/C=C(/NC(=O)c2ccccc2)C(=O)NCCC(=O)O)cc1
→ 17.9%	-3.0%	0.1%	6.2%	5.3	-18.0%
NC(=O)CCn1c2ccccc2c2ccccc21
→ ?	2.8%	/	0.4%	-7.1	2.5%
O=C(O)C1CCCN1C(=O)NC1CCCCC1 (configuration not stated)
→ 0.4%	-10.1%	8.1%	-0.3%	17.7	-9.7%
CCOC(=O)Cn1cc(/C=C(/C#N)C(=O)NC(C)C)c2ccccc21
→ -14.4%	7.1%	4.7%	-5.9%	-23.1	11.8%
CCN(c1ccc(OC)cc1)S(=O)(=O)c1ccc2c(c1)CCN2C(=O)CCC(=O)O
→ 8.5%	?	0.4%	13.9%	-7.1	-14.8%
CCc1ccc(NCc2cc3cc4c(cc3n(CC(=O)Nc3ccccc3Cl)c2=O)OCO4)cc1
→ /	-2.7%	-35.2%	/	9.0	/
Cc1cc(C)cc(NC(=O)CCCc2nc(-c3ccco3)no2)c1
→ /	-5.2%	-0.4%	/	-0.4	/
CCCN(CCC)c1nn2c(=O)c(C(=O)NCc3cc(Br)ccc3OC)cnc2s1
→ /	-3.8%	1.0%	/	-31.0	/
Cc1cc(C)cc(NC(=O)/C(C#N)=C/c2cn(CC(=O)NCc3ccco3)c3ccccc23)c1
→ ?	-12.0%	-15.4%	4.0%	-85.0*	-16.5%
Cc1ccc(OCCNC(=O)CN2C(=O)NC3(CCCC3)C2=O)cc1
→ -0.3%	-13.1%	-1.1%	/	-32.0	-34.4%
CSCCC(NC(N)=O)C(=O)NCc1ccc(Cl)cc1 (configuration not stated)
→ 4.3%	-6.3%	-13.2%	-1.8%	58.4	5.5%
CCCCC(=O)NC(Nc1cc(C)ccn1)(C(=O)OCC)C(F)(F)F (configuration not stated)
→ 0.3%	-2.3%	4.7%	1.9%	-26.7	3.5%

# A draw from above in order of heavy-atom count, smallest number first.
# Below each SMILES: HCV inhibitor	AmpC inh detg	Sm TGR block	Giardia FBPA inh	HCMV inh	AmpC no deterg
NC(=O)CCn1c2ccccc2c2ccccc21
→ ?	2.8%	/	0.4%	-7.1	2.5%
CCOC(=O)Cn1cc(/C=C(/C#N)C(=O)NC(C)C)c2ccccc21
→ -14.4%	7.1%	4.7%	-5.9%	-23.1	11.8%
COc1ccc(S(=O)(=O)N(CC(=O)NC2CC2)c2ccc(C)cc2)cc1
→ 9.3%	-5.1%	10.9%	1.9%	?	13.2%
CCN(c1ccc(OC)cc1)S(=O)(=O)c1ccc2c(c1)CCN2C(=O)CCC(=O)O
→ 8.5%	?	0.4%	13.9%	-7.1	-14.8%

# Further entries:
# Below each SMILES: HCV inhibitor	AmpC inh detg	Sm TGR block	Giardia FBPA inh	HCMV inh	AmpC no deterg
COCCn1cnc2c1c(=O)n(Cc1cc(C(C)=O)ccc1OC)c(=O)n2Cc1ccccc1
→ -22.2%	0.3%	-12.2%	-8.4%	12.3	164.5%[activator]
CCOC(=O)N1CCN(C2CC(=O)N(c3ccccc3)C2=O)CC1 (configuration not stated)
→ 23.3%	-16.3%	0.0%	2.6%	-8.9	-7.1%
COc1ccccc1OCC(=O)Nc1ccccc1C(=O)N1CCCCC1
→ 9.2%	4.2%	-11.5%	/	34.8	-3.6%
CC(OC(=O)CCN=C1NS(=O)(=O)c2ccccc21)C(=O)N(C)C1CCCCC1 (configuration not stated)
→ -6.9%	?	-1.6%	/	-20.0	-10.2%
CCN=C(NCC)SC1CC(=O)N(c2cccc(OCC)c2)C1=O (configuration not stated)
→ -20.2%	-13.6%	4.9%	4.8%	-18.8	7.4%
Cc1onc(-c2ccccc2)c1C(=O)NCCSCc1ccco1
→ 0.1%	/	/	/	-10.5	-32.4%
O=C(OCC(=O)N1CCN(c2ccccc2)CC1)C1CCCN1S(=O)(=O)c1ccc(Cl)cc1 (configuration not stated)
→ 15.6%	-9.7%	2.3%	/	-11.9	145.2%[activator]
CCOC(=O)C1CCN(C(=O)CCNC(=O)c2cc(OC)c(OC)c(OC)c2)CC1
→ -1.2%	-3.2%	0.2%	1.9%	112.8	-2.6%
CC(=O)N(c1c(C)n(C)n(-c2ccccc2)c1=O)C1(C(=O)NC2CCCCC2)CCCCC1
→ 16.4%	?	2.5%	0.2%	9.8	43.3%
c1ccc(SCCCCN2CCOCC2)cc1
→ 4.0%	7.8%	0.3%	?	-27.2	5.5%
CCOC(=O)/C(C#N)=C/Nc1cc(F)ccc1C
→ -10.8%	-10.1%	119.7%[activator]	-1.1%	-8.9	-9.6%
CN(C)CCCNC(=O)c1cc(C(=O)c2ccc(F)cc2)c[nH]1
→ 16.0%	-13.1%	-2.5%	1.3%	21.7	-17.6%
Cc1nsc(Nc2ccccc2)c1C#N
→ -3.1%	1.4%	-5.2%	1.9%	40.5	-15.3%
COc1ccccc1NC(=O)CCSc1nnnn1C
→ 4.4%	?	0.0%	1.8%	17.3	-17.9%
COc1ccc(S(=O)(=O)NC2CC(=O)N(c3ccccc3)C2)cc1C (configuration not stated)
→ -0.6%[8.37 µM]	-2.3%	-0.3%	/	1.7	?
COc1ccc(CNC(=O)CN2C(=O)CCn3nc(-c4cn(C)c5ccccc45)cc32)cc1
→ /	17.3%	1.4%	/	11.9	/
Cc1nc2nc(SCC(=O)NCCc3ccc(Cl)cc3)nn2c(C)c1Cc1c(F)cccc1Cl
→ /	4.0%	4.2%	/	-4.1	/
CN(C)CCN1C(=O)C(O)=C(C(=O)c2cc3ccccc3o2)C1c1cccc(Br)c1 (configuration not stated)
→ -1.7%	-14.6%	-15.4%	13.3%	-34.2	74.0%[activator]
Cc1cc(C)c(C)c(S(=O)(=O)NCC(=O)Nc2ccc(F)cc2)c1C
→ -14.4%	-4.1%	1.4%	/	-7.1	-41.4%
Cc1onc(-c2ccccc2)c1C(=O)NNC(=S)NC(=O)/C=C/c1cccs1
→ ?	-0.1%	-0.9%	?	2.1	-56.1%
CCOCCc1nnc(NC(=O)C2CCN(C(=O)c3ccco3)CC2)s1
→ 3.8%	-4.7%	-10.2%	-6.6%	10.7	-15.1%
CCCCC(=O)N(Cc1nc2sc(C)c(C)c2c(=O)[nH]1)C1CCCC1
→ -28.2%	-11.6%	11.0%	-21.7%	-9.7	1.9%
C/C(=N/NS(=O)(=O)c1cccc([N+](=O)[O-])c1)c1ccc2c(c1)OCO2
→ 4.3%	4.4%	-20.6%	-6.4%	2.1	-22.6%
CCN(C(=O)CSc1nc2ccc(OC)cc2[nH]1)C1CCS(=O)(=O)C1 (configuration not stated)
→ ?	-9.7%	7.8%	/	7.1	-17.1%
O=C(c1cc(Br)ccc1OC(F)F)N1CCN2CCCC2C1 (configuration not stated)
→ -0.8%	-1.0%	-6.9%	/	-36.0	-13.1%
CC(C)CCn1c(S(=O)(=O)O)nc2ccccc21
→ 15.0%	-0.9%	-3.6%	-2.7%	-2.4	-14.3%
COc1cc(/C=C2\CCc3ccccc3C2=O)cc(OC)c1OC
→ ?	-7.1%	-16.3%	-2.2%	-74.3*	-1.7%
Cc1nn(-c2ccc(F)cc2)c(C)c1CN1CCN(CCC(C)C)C(CCO)C1 (configuration not stated)
→ 6.8%	-3.8%	0.6%	1.5%	-39.9	19.0%
COC(=O)c1ccc(NC(=O)Cn2c([N+](=O)[O-])cnc2C)cc1
→ -8.1%	-16.3%	-2.9%	-7.7%	16.7	-21.8%
COc1ccc([N+](=O)[O-])cc1NC(=O)C1C2C=CC(C2)C1C(=O)O (configuration not stated)
→ 10.9%	-4.3%	-13.2%	-5.3%	25.7	-4.1%

# 2 entries from above, with each value named:
canonical_smiles: CCN(C(=O)CSc1nc2ccc(OC)cc2[nH]1)C1CCS(=O)(=O)C1 (configuration not stated)
  HCV inhibitor = ?
  AmpC inh detg = -9.7%
  Sm TGR block = 7.8%
  Giardia FBPA inh = /
  HCMV inh = 7.1
  AmpC no deterg = -17.1%
canonical_smiles: O=C(c1cc(Br)ccc1OC(F)F)N1CCN2CCCC2C1 (configuration not stated)
  HCV inhibitor = -0.8%
  AmpC inh detg = -1.0%
  Sm TGR block = -6.9%
  Giardia FBPA inh = /
  HCMV inh = -36.0
  AmpC no deterg = -13.1%

# Screening data: PubChem BioAssay, National Center for Advancing Translational Sciences (NCATS)
